ERG Ets-DNA blk – inhibitors of human ERG Ets domain-DNA interaction; Potency, µM (series often up to 76.9 µM), without a hit: at the highest dose FP activity, negative = inhibition, actives largely listed as inhibitors; fluorescence polarization, His-ERG Ets domain / labelled DNA; actives 0.028% (n = 370,000); P11308; AID 624246; active = well fitted inhibition curve with a large enough effect in the polarisation, with a control signal flat; inconclusive = small, poorly fitted or top-dose-only effect, or effect the other way, or a change in a side signal; inactive = no such curve, though single readings can be large or run the other way; the % refers to the polarisation;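 note: polarization taken with two DNA probes labelled with fluorescein and Texas red; potency is the fitted concentration of half-maximal effect; % of control where 0% means no effect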
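His-tagged ERG Ets domain (1 uM in the protein solution; 300mM KCl, 50mM Tris-HCl, 1mM EDTA, 1mM DTT, pH 7.5) received compound, then a probe mix of 5 nM fluorescein-DNA and 100nM Texas-615-DNA. Fluorescence polarization was read for both dyes.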
PI4K2A inh – inhibitors of human PI4K2A | activity change, negative = inhibition, % at 76.9 µM | AID 1346378 | actives 0.13% (n = 420,000) | purified PI4K2A, ADP-Glo luminescence, 1 h; hits give low values; in the data active = activity change below about -50%; inconclusive = mostly about -30% to -49%;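 note: -100% = wells without enzyme as full effect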
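ADP-Glo luminescence measured ADP generated by PI4K2A enzyme (4 ug/mL before mixing) with 1.2 mM PI substrate (pre-mix) and 300 microM ATP (pre-mix). Tris pH7.5 buffer with MgCl2, Triton X-100; 1 h reaction at ambient temperature.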
HP1b chromo inh – blocks HP1-beta chromodomain binding to methylated histone tails. actives 0.56% (n = 390,000). P83916. Potency, µM (highest dose often 114 µM), without a hit: at the highest dose activity change, negative = inhibition, most hits filed as inhibitors. AID 540317. AlphaScreen HP1-beta / biotin-H3K9me3 peptide binding; note: potency is the fitted concentration of half-maximal effect; nearly all actives have a fitted effect of over 70% in size; inactives centre near 23
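AlphaScreen: HP1-beta (50 nM) preformed 30 min with biotin-H3(1-18)K9me3 peptide (50 nM) in PBS pH 7.4, 0.01% Tween-20. Compound added for 30 min at RT, then streptavidin donor/nickel chelate acceptor beads (10 ug/mL) for 30 min.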
G9a block – blocks human histone lysine methyltransferase G9a; G9a H3K9 monomethylation, AlphaScreen, 2 h; Potency, µM (doses to about 102 µM), for the others: top-dose activity, negative = inhibition, actives largely listed as inhibitors; actives 8.8% (n = 350,000); AID 504332; Q96KQ7; note: potency is the fitted concentration of half-maximal effect; % is set by controls: 0 for no effect and ±100 for the full control effect; nearly all actives have a fitted effect of over 75% in size
Target sequence (Q96KQ7 913-1193 limits assumed): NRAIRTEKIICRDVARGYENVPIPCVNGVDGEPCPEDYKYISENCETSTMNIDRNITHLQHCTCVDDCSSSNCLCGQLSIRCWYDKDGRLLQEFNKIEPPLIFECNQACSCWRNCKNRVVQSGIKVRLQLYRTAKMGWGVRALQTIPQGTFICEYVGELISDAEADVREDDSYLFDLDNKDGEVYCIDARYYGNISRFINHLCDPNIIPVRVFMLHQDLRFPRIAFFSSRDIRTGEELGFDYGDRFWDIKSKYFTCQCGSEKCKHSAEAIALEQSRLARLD
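Step 1: enzyme (final 20 nM) with compound, 15 min RT. Step 2: substrate peptide 500 nM and SAM 20 uM, 2 h RT. Step 3: anti-H3K9me1 antibody and AlphaScreen beads, 10 min, then plate read.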
Pin1 inh – inhibitors of human Pin1; Q13526; Pin1 FP peptide displacement, HiFluor488, 10 min; Potency, µM (series often up to 115 µM), for the others: top-dose activity, negative = inhibition, hits mostly inhibitors; actives 0.009% (n = 390,000); active = well fitted inhibition curve with a large enough effect in the polarisation, with a control signal flat, not every such curve was filed as active; inconclusive = small, poorly fitted or top-dose-only effect, or effect the other way, or a change in a side signal; inactive = no such curve, though single readings can be large or run the other way; the % refers to the polarisation; note: potency is the fitted concentration of half-maximal effect; % is set by controls: 0 for no effect and ±100 for the full control effect
Tb PGK inh – T. brucei PGK inhibition; PGK/GAPDH coupled, Kinase-Glo luminescence, 60 min; Potency, µM (doses to about 57.5 µM), for inactives: at the highest dose activity change, negative = inhibition, most hits filed as inhibitors; actives 0.043% (n = 380,000); AID 602233; note: potency is the fitted concentration of half-maximal effect; % is set by controls: 0 for no effect and ±100 for the full control effect; nearly all actives have a fitted effect of over 60% in size
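Luminescent ATP detection (Kinase-Glo Plus) follows a 60-minute room-temperature incubation, with wells lacking PGK as controls. Buffer: 100 mM TEA (pH 7.6), 5 mM MgCl2, 0.01% Tween-20. Coupling enzyme GAPDH (100 nM final) supplies unstable 1,3-BPG in-well.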
GLS inh – inhibitors of human glutaminase (GLS); GLS enzymatic activity, qHTS titration; Potency, µM (titrated, usually from 45.5 µM), for inactives: at the top dose activity change, negative = inhibition, usual class: inhibitors; actives 0.21% (n = 410,000); AID 624170; note: potency is the fitted concentration of half-maximal effect; % is set by controls: 0 for no effect and ±100 for the full control effect
Target sequence (O94925 whole entry, looked up): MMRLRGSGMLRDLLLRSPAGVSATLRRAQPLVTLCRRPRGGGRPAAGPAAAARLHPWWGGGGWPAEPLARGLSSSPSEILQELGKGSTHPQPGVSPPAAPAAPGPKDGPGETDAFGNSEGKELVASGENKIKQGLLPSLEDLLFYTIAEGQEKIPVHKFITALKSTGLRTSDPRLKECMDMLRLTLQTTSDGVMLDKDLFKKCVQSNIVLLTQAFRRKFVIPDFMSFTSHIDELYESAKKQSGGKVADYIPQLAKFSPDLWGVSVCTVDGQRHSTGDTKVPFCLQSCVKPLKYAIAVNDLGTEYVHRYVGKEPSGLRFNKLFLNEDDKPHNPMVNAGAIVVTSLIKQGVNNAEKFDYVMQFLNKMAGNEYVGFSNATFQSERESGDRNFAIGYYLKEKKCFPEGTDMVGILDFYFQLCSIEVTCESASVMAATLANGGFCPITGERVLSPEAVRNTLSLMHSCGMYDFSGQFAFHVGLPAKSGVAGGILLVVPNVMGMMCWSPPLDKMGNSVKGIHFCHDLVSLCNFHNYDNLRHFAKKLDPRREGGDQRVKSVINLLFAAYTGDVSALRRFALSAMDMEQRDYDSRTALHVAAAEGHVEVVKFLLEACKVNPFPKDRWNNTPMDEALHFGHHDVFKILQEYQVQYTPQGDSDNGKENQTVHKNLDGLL
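Assay buffer: 45 mM KH2PO4 pH 8.2, 0.02% Tween-20. hKGA acts on L-glutamine (1 mM solution added); product glutamate is reported by an oxidase/peroxidase Amplex Red coupling, with fluorescence taken at baseline and 30 min.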
BAZ2B inh – blocks human BAZ2B | AlphaScreen BAZ2B-H3K14Ac peptide displacement | Potency, µM (top dose mostly 114 µM), inactives show at the highest dose activity change, negative = inhibition, usual class: inhibitors | actives 4.4% (n = 360,000) | AID 504333; note: potency is the fitted concentration of half-maximal effect; % is set by controls: 0 for no effect and ±100 for the full control effect; nearly all actives have a fitted effect of over 60% in size
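AlphaScreen displacement of biotin-H3(5-23)K14Ac peptide (50 nM final) from BAZ2B (50 nM final) in PBS pH 7.4, 0.01% Tween-20; complex preformed 30 min RT, then compounds (top 110 uM) 30 min RT, beads 20 min dark.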
JMJD2A Tudor – inhibitors of human JMJD2A Tudor domain; O75164; AlphaScreen JMJD2A-Tudor / H3K4me3 peptide binding; Potency, µM (series often up to 114 µM), inactives show top-dose activity change, negative = inhibition, usual class: inhibitors; actives 4.4% (n = 390,000); note: potency is the fitted concentration of half-maximal effect; % is set by controls: 0 for no effect and ±100 for the full control effect; nearly all actives have a fitted effect of over 50% in size
* = called active by the depositor; i = inactive; ? = inconclusive; nt = not tested or not shown; & = joins results of further samples; [ ] = another dose, or the depositor's remark. Unless noted, calls come from the whole dose curve; as a rule, active = well fitted curve in the direction sought with a large enough effect; inconclusive = small, poorly fitted or top-dose-only effect, or another doubt; inactive = no such curve, though single readings can be large; an effect the other way counts as inactive or inconclusive.

ERG Ets-DNA blk | PI4K2A inh | HP1b chromo inh | G9a block | Pin1 inh | Tb PGK inh | GLS inh | BAZ2B inh | JMJD2A Tudor | Compound
-3% | -1 | 19% | nt | -1% | 7% | 1% | -11% | -13% | COc1ccc(NC(=O)Nc2cc(C(C)(C)C)on2)cc1OC
-7% | -1 | 29% | -42% | -10% | -9% | 0% | 0% | -23% | CCN(CC)CCCNC(=O)c1cn(CCOC)c(=O)c2c1c1ccccc1n2C
0% | -4 | -4% | 4%[59 µM] | -7% | -5% | 3% | 6% | -20% | Cc1ccccc1CNC(=O)CN1C(=O)CCCc2ccccc21
-1% | 0 | 52%[activator] | 8%[0.501 µM] | 6% | i | -1% | 1% | -5% | CCOC(=O)c1ccc(NC(=O)c2nc[nH]c2C(=O)NCCCNC(=O)c2[nH]cnc2C(=O)Nc2ccc(C(=O)OCC)cc2)cc1
-6% | 1 | ? | nt | -18% | ? | 6.3µM* | nt | 1.6µM* | CC(=O)Oc1cc(C(=O)OCC(=O)N2CCc3ccccc3C2)cc(OC(C)=O)c1OC(C)=O
0% | 1 | 37% | ? | -1% | -3% | -14% | -37% | -35% | CCC1(c2ccccc2)NC(=S)N(c2ccc(C)cc2)N1 (centres undefined)
62%[activator] | -5 | 9% | ? | 2% | -5% | 4% | ? | -18% | Cc1ccc(/C=C2\SC(=S)N(c3cccnc3)C2=O)o1
-1% | 3 | 67%[activator] | 9%[0.501 µM] | -4% | 1% | -13% | -4% | -7% | CCOC(=O)C(NC(=O)CC)(N1CCc2ccccc2C1)C(F)(F)F (centres undefined)
3% | -2 | 37% | 24%[12.7 µM] | 0% | -5% | -1% | -12% | -2% | Clc1ccc2c(c1)nc1n2CCCC1
39%[activator] | 3 | 16% | nt | 10% | -3% | 4% | nt | -12% | COc1ccc(S(=O)(=O)N2CCOCC2)cc1NC(=O)Cc1ccsc1
? | -4 | 34% | 7%[59 µM] | 9% | 3% | -1% | -1% | -5% | CCc1ccc(S(=O)(=O)NC2CC(C)(C)NC(C)(C)C2)cc1
8% | -2 | 17% | 6% | ? | 0% | 7% | 5% | ? | CCc1cccc2sc(N(CCCN3CCOCC3)C(=O)CS(=O)(=O)c3ccccc3)nc12
21% | -8 | 4% | 7.1µM* | 3% | -2% | -8% | 16% | -33% | CCCC(=O)N(C1CC(C)C(C#N)(C#N)C1(C#N)C#N)N(C)C (centres undefined)
0% | 4 | 31% | ? | -2% | 0% | -2% | nt | 7% | COc1ccccc1CNC(=O)CSc1ccc(-c2cccc([N+](=O)[O-])c2)nn1
4% | -5 | 53% | -1%[59 µM] | 7% | i | -6% | -26% | -14% | CCC(C)C(NC(=O)C1CCC(C)CC1)C(=O)Nc1ccc(OC)cc1OC (centres undefined)

Records listed above that bear a hit mark in G9a block.
ERG Ets-DNA blk | PI4K2A inh | HP1b chromo inh | G9a block | Pin1 inh | Tb PGK inh | GLS inh | BAZ2B inh | JMJD2A Tudor | Compound
21% | -8 | 4% | 7.1µM* | 3% | -2% | -8% | 16% | -33% | CCCC(=O)N(C1CC(C)C(C#N)(C#N)C1(C#N)C#N)N(C)C (centres undefined)

Remaining list, next part:
ERG Ets-DNA blk | PI4K2A inh | HP1b chromo inh | G9a block | Pin1 inh | Tb PGK inh | GLS inh | BAZ2B inh | JMJD2A Tudor | Compound
-3% | 2 | 31% | -6% | 0% | 1% | -11% | -17% | -9% | Cc1cc(C)n2nc(SCC(=O)c3c(N)n(CC(C)C)c(=O)n(C)c3=O)nc2n1
-2% | -3 | 19% | -3%[59 µM] | 3% | 3% | 25% | -17% | -9% | Cc1ccc(NC(=O)c2cnc3sc(N4CCOCC4)nn3c2=O)cc1N(C)C
-2% | 2 | 0% | ? | 4% | -2% | -3% | -31% | -26% | CCOC(=O)C1=C(COC(=O)c2cccc(N(C)C)c2)NC(=O)NC1C (centres undefined)
1% | 5 | 3% | -49% | -3% | 7% | 13% | -27% | -13% | O=C(CCCn1c(=O)c2ccccc2n(Cc2ccccc2)c1=O)NCc1ccco1
0% | 1 | 18% | nt | -6% | -2% | -3% | nt | -14% | CC(=O)Nc1ccc(S(=O)(=O)N(CC(=O)NC2CC2)Cc2ccccc2)cc1
-2% | 6 | 19% | ? | 3% | -6% | -1% | -10% | -24% | O=C(COc1ccccc1)OCc1csc(Nc2ccccc2)n1
8% | -10 | -2% | -30% | -1% | -6% | -7% | -1% | -15% | COc1ccc(C2OC(=O)CC2C(=O)NCc2ccccc2Cl)cc1OC (centres undefined)
-7% | 4 | 12% | -4% | 0% | -13% | 0% | 6% | -17% | O=C(c1ccc(F)cc1)N1CCC(C(=O)N2CCN(S(=O)(=O)c3cccc([N+](=O)[O-])c3)CC2)CC1
-4% | -13 | 35% | 12% | 13% | -6% | 0% | -3% | 2%[11.4 µM] | Cc1ccc(-n2ncc3c(SCC(=O)NNC(=O)c4ccco4)ncnc32)cc1
16% | -5 | 9% | nt | 22% | -9% | 1% | nt | -18% | C=CCn1c(C)cc(C(=O)COc2ccc(N(C)S(=O)(=O)c3ccc(NC(C)=O)cc3)cc2)c1C
7%&0% | 1&0 | 8%&19% | -28%[59 µM] | 2%&4% | -2%&-12% | 5%&20% | -2% | -34%&-17% | CCCCN(CC)CCCNC(=O)c1cc2c(-c3ccc(OC)c(OC)c3)nn(C)c2s1
1% | -15 | 27% | 10% | 1% | -8% | 6% | 0% | -10% | Cc1cccc(C(=O)Nc2ccc(S(=O)(=O)Nc3nc(C)cc(C)n3)cc2)c1
2% | -6 | -17% | nt | -1% | -2% | -22% | nt | 10%[11.4 µM] | CCOc1ccc(N2C(=O)CC(N3CCN(c4ccc(C(=O)c5ccncc5)cc4)CC3)C2=O)cc1 (centres undefined)
-1% | 5 | 28% | -19% | 0% | -8% | -12% | 3% | -14% | CCCCNc1nc(CC(C)=O)ns1
14% | 0 | 3% | ? | -1% | -8% | -9% | -27% | ? | O=C(CN1CCC(NC(=O)Nc2ccc(F)cc2)CC1)Nc1ccccc1[N+](=O)[O-]
-5% | -6 | 35% | ? | 4% | -2% | 27% | -23% | -14% | CN(CCCNC(=O)C1CCCN(S(=O)(=O)c2cnc[nH]2)C1)c1ccccc1 (centres undefined)
-6% | 3 | 25% | 12% | ? | 0% | -6% | ? | -32% | CC(=O)c1ccc(N2CCN(C(=O)c3cc4c(C)nc5ccccc5c4o3)CC2)cc1
-10% | -4 | 33% | 12%[12.7 µM] | 45%[activator] | -1% | -11% | 13% | -14% | CC(=O)c1cccc(NC(=O)c2ccc(OCc3c(C)noc3C)cc2)c1
4% | 8 | 38%[activator] | -1%[59 µM] | 0% | i | -10% | 2% | -10% | O=C(COC(=O)c1ccc(Br)o1)NCC1CCCO1 (centres undefined)
15% | 0 | 0% | ? | 2% | -1% | -10% | -26% | -31% | COc1ccccc1OCc1cc(C(=O)N2CCN(C)C(c3ccccc3)C2)no1 (centres undefined)
-2% | -2 | 28% | -4%[59 µM] | -6% | 0% | -14% | -1% | -13% | Cc1ccc(CCNC(=O)CCn2nc(-c3ccc(Cl)cc3)ccc2=O)cc1
3% | 2 | 80%[activator] | nt | -4% | 0% | -2% | nt | -5% | S=C1NCC(c2ccccc2)S1 (centres undefined)
0% | 4 | 44%[activator] | 32%[59 µM] | 17% | -4% | -9% | 8% | 8% | COc1ccc(S(=O)(=O)N(CC(=O)Nc2ccccc2Br)Cc2ccccc2)cc1
-8% | 2 | 26% | -25% | 0% | -5% | 11% | -28% | 4% | CCC(=O)N1CC(C)C(=O)Nc2ccccc21 (centres undefined)
14% | -4 | 13% | 14% | -2% | -4% | 4% | -8% | -23% | CCOC(=O)c1cccc(NC(=O)c2ccc3c(c2)C(=O)N(CC2CCCO2)C3=O)c1 (centres undefined)
-1%&8% | 4&-8 | 11%&52% | 1%[59 µM] | 0%&-9% | 5%&-2% | 6%&-10% | -2%&-13% | -11%&-1% | CCCNC(=O)C1CCC(CNS(=O)(=O)c2ccc3c(c2)CC(C)N3C(C)=O)CC1 (centres undefined)

Part of the list above, with two lines to a compound:
Sequence of screens: ERG Ets-DNA blk	PI4K2A inh	HP1b chromo inh	G9a block	Pin1 inh	Tb PGK inh	GLS inh	BAZ2B inh	JMJD2A Tudor
Cc1ccc(CCNC(=O)CCn2nc(-c3ccc(Cl)cc3)ccc2=O)cc1
    -2%	-2	28%	-4%[59 µM]	-6%	0%	-14%	-1%	-13%
CC(=O)c1ccc(N2CCN(C(=O)c3cc4c(C)nc5ccccc5c4o3)CC2)cc1
    -6%	3	25%	12%	?	0%	-6%	?	-32%
S=C1NCC(c2ccccc2)S1 (centres undefined)
    3%	2	80%[activator]	nt	-4%	0%	-2%	nt	-5%
CC(=O)c1cccc(NC(=O)c2ccc(OCc3c(C)noc3C)cc2)c1
    -10%	-4	33%	12%[12.7 µM]	45%[activator]	-1%	-11%	13%	-14%
CCOC(=O)c1cccc(NC(=O)c2ccc3c(c2)C(=O)N(CC2CCCO2)C3=O)c1 (centres undefined)
    14%	-4	13%	14%	-2%	-4%	4%	-8%	-23%
CN(CCCNC(=O)C1CCCN(S(=O)(=O)c2cnc[nH]2)C1)c1ccccc1 (centres undefined)
    -5%	-6	35%	?	4%	-2%	27%	-23%	-14%
